Sm TGR inh: qHTS Assay for the Inhibitors of Schistosoma Mansoni Peroxiredoxins; Schistosoma mansoni thioredoxin glutathione reductase (TGR), Q962Y6; purified TGR, DTNB reduction, TNB absorbance 405 nm; Potency, µM (titrated, usually from 114 µM), for inactives: at the highest dose activity change, negative = inhibition, most hits filed as inhibitors; 360,000 tested, 3% active; active = well fitted inhibition curve with a large enough effect; inconclusive = small, poorly fitted or top-dose-only effect; inactive = no such curve, though single readings can be large or run the other way; note: nearly all actives have a fitted effect of over 60% in size
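Kinetic colorimetric format: TGR-catalysed, NADPH-driven DTNB reduction monitored via TNB absorbance. Enzyme dispensed at 20 nM; compound exposure 15 min at room temperature before reaction start.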
An asterisk follows results filed as active; ? = inconclusive. % is set by controls: 0 for no effect and ±100 for the full control effect; potency is the fitted concentration of half-maximal effect.

SMILES | Sm TGR inh
COC(=O)c1ccccc1NC(=O)CCCn1nc(C)c2sc3ccccc3c2c1=O | -4%
Cc1cc(C)cc(NC(=O)CCn2cnc3ccccc3c2=O)c1 | -10%
CCCc1ccc(OCC(=O)Nc2sc3c(c2C(=O)OC)CCCCC3)cc1 | -10%
Cc1ccc(Cl)cc1-n1c(=O)c2sc3ccccc3c2n(Cc2ccccc2)c1=O | 5%
COc1ccc(CNc2ncnc3c2nc2n3CCCC2)cc1 | 0%
CCC(C)NC(=O)c1ccc(Cn2c(=O)c3cccn3c3cccnc32)cc1 (stereo unspecified) | 7%
CN(CC(=O)Nc1ccc(F)cc1F)S(=O)(=O)c1cccc2nsnc12 | 5%
COc1ccccc1NC(=O)c1cc2c(n(-c3ccc(C)cc3)c1=O)CC(C)(C)CC2=O | -6%
CCCCN(CCCNC(=O)c1ccc(Sc2ccc(Cl)cc2)c(NC(C)=O)c1)c1ccccc1 | 2%
CCCCc1ccc(NS(=O)(=O)c2ccc(N3CCCCS3(=O)=O)cc2)cc1 | 2%
CCc1cccc(NC(=O)Cn2nc(-c3ccc(OC)cc3)ccc2=O)c1 | 0%
Cc1ccc(NC(=O)CCC(=O)N2Cc3ccccc3Oc3ncccc32)cc1 | 1%
N#C/C(=C\c1ccc(-c2ccc(C(=O)O)cc2)o1)C(=O)Nc1ccccc1C(=O)O | -20%
CSc1nc2c([nH]c3ccccc32)c(=O)n1-c1ccc(F)cc1 | 7%
COc1ccc(CCNC(=O)c2ccc(Cn3c(=O)c4ccccc4n(CC(=O)C(C)(C)C)c3=O)cc2)cc1OC | 8%
CCc1cccc(NC(=O)CCS(=O)(=O)c2ccc(C)cc2)c1 | -6%
COC(=O)C1CCN(CC(=O)Nc2cc(C)c3c(=O)oc4ccccc4c3n2)CC1 | -2%
Cc1cccc(-c2nnc(SCc3cc(=O)c4cccc(Cl)c4[nH]3)n2C)c1 | 1%
CCOc1cc(C2c3c(oc4ccccc4c3=O)C(=O)N2Cc2ccccc2Cl)ccc1O (stereo unspecified) | 0%
Cc1ccc(Nc2sc(C(=O)c3ccccc3)c(N)c2S(=O)(=O)c2ccccc2)cc1Cl | 7%
Cn1c(CN2CCOCC2)nc2cc(NC(=O)c3ccccc3[N+](=O)[O-])ccc21 | -1%
COC(=O)c1sccc1S(=O)(=O)N(CC(=O)Nc1c(C)cccc1C)c1ccc(C)c(C)c1 | 4%
O=C(CSc1ccccc1)N1CCc2c([nH]c3ccccc23)C1c1ccc(F)cc1 (stereo unspecified) | 0%
CCOc1ccc(C2CC(=O)Nc3cc4c(cc32)OCO4)cc1OC (stereo unspecified) | 0%
Cc1cccc(NC(=O)CSc2nnc3[nH]c(=O)cc(-c4ccccc4)n23)c1C | -6%
CCN1C(=O)c2ccccc2S(=O)c2ccc(C(=O)NCc3ccc(Cl)cc3)cc21 (stereo unspecified) | 2%
Cc1ccc(NC(=O)CSc2nc3ccccc3c3nc(CCn4c(C)nc5ccccc54)nn23)cc1F | -1%
CCOc1ccccc1N(CC)C(=O)c1noc2c1COc1ccc(C)cc1-2 | 5%
CC(C)(C)n1cnc2cc(NCc3ccccc3Cl)ccc21 | -2%
CCCCn1cc2c(c1-c1ccc(Br)cc1)c(=O)n(C)c(=O)n2C | 13%
CNC(=O)c1c(NC(=O)Cc2coc3ccc(C)cc23)sc2c1CCCC2 | -4%
CCOCCc1nn2c(=O)cc(COC(=O)c3cccs3)nc2s1 | 19%
CCOc1ccc(NC(=O)CSc2ncc3c(n2)-c2ccccc2N(Cc2ccccc2C)S3(=O)=O)cc1 | 2%
CCc1ccc(NC(=O)Cn2c(C(=O)OC)cc3oc(C)cc32)cc1 | ?
O=C(CSc1nncn2c1cc1occc12)Nc1ccc(F)c(Cl)c1 | -6%
COc1cccc(NC(=O)Cn2c(=O)n(-c3ccccc3)c(=O)c3c2c2cc(OC)ccc2n3C)c1 | -7%
O=C(Cn1cc(S(=O)(=O)c2ccccc2)c(=O)c2cc(Cl)ccc21)Nc1ccc2c(c1)OCO2 | 2%
CCN1CCOC(=O)C1CC(=O)Nc1cccc(OC)c1 (stereo unspecified) | 18µM*
Cc1c(CNC2CCC(C)CC2)c(C(=O)O)c(C)n1Cc1ccccc1F (stereo unspecified) | -6%
C=CCc1ccccc1OCC(O)CN1CCN(c2ccccc2)CC1 (stereo unspecified) | -7%
Cc1ccc(NC(=O)C2CCCN(C(=O)c3cnn(-c4ccccc4)c3-n3cccc3)C2)cc1 (stereo unspecified) | -4%
CCN(CC)S(=O)(=O)c1ccc(NC(=O)[C@H](CSCc2ccccc2)N2Cc3ccccc3C2=O)cc1 | -2%
Cc1ccc(Cl)cc1NC(=O)C(=O)NCC(c1cccnc1)N1CCc2ccccc21 (stereo unspecified) | -5%
Cc1ccc(CCNC(=O)c2ccc(CS(=O)(=O)Cc3ccc(Cl)cc3)o2)cc1 | -1%
CCn1c(CNC(=O)C23CC4CC(CC(C4)C2)C3)nnc1SCC(=O)Nc1ccc(C)cc1 | 9%
CCOC(=O)c1cnc2ccc(OCC)cc2c1Nc1cc(Cl)c(OC)cc1OC | 4%
FC(F)(F)c1cc(-c2ccccc2)nc2cc(-c3ccccc3)nn12 | -1%
Cc1ccc(-c2nc(C(=O)Nc3cccc(C#N)c3)c3n2CCCCC3)cc1 | 4%
CC1CCC(Nc2nc3c(-c4cccc(C(F)(F)F)c4)nnn3c3ccccc23)CC1 (stereo unspecified) | 7%
Cc1c(-c2nc(-c3ccc4c(c3)OCO4)no2)nnn1-c1ccc(Br)cc1F | 6%
CCOc1ccc(NC(=O)CCS(=O)(=O)c2ccc3nc(C)sc3c2)cc1 | 4%
COc1ccc(Cl)cc1NC(=O)NCCc1c(C)nn(C)c1C | -13%
COc1ccc(-c2nc3cc(NC(=O)c4cc5ccccc5o4)ccc3o2)cc1 | 1%
Cc1ccc(OC(=O)c2cc(-c3ccc4c(c3)OCCO4)on2)cc1C | -2%
Cc1ccc(OCC(=O)Nc2c(Cl)ccc3nsnc23)cc1C | -1%
O=C(NCCc1ccc(Cl)cc1)c1cnc2sc(N3CCCCC3)nn2c1=O | 12%
O=C(CSc1nnc(-c2ccccc2)c(-c2ccccc2)n1)NCCc1ccccc1 | -5%
CCCCn1c(CNC(=O)c2ccc(OC)cc2)nnc1SCC(=O)Nc1ccc(OC)cc1 | -11%
COc1cccc(-c2nc(CS(=O)(=O)CC(=O)Nc3c(C)cc(C)cc3C)c(C)o2)c1 | -14%
COc1cccc(CNC(=O)C(C)n2c(=O)cc(-c3ccccc3)c3c(C)nn(C)c32)c1 (stereo unspecified) | 3%

The results go on.
SMILES | Sm TGR inh
COC(=O)C1=C(c2ccccc2)c2ccccc2S(=O)(=O)N1CC(=O)Nc1cc(C)ccc1C | 6%
CCOc1ccc(NC(=O)Cn2cc(C(=O)c3ccc(C)cc3)c(=O)c3cc4c(cc32)OCO4)cc1 | -2%
CC(C)(C)OC(=O)N1CCC(c2c(C(=O)N3CCCCC3)cnn2-c2ccccc2Cl)CC1 | 0%
CCSc1nnc2c(n1)OC(c1ccc(OCC(=O)O)cc1)Nc1ccccc1-2 (stereo unspecified) | 2%
Cc1ccc(Sc2ccc(N3CCC(C(=O)Nc4ccc(Cl)cc4)CC3)nn2)cc1 | 9%
CCCOc1cccc(C2c3c(oc4cc(C)c(C)cc4c3=O)C(=O)N2CCCN2CCOCC2)c1 (stereo unspecified) | -14%
O=C(CSc1nnc(-c2ccc([N+](=O)[O-])cc2)o1)Nc1ccccc1 | 3%
CNC(=O)C1CCC(Cn2c(=O)c3sccc3n(CC(=O)N3CCCC3)c2=O)CC1 (stereo unspecified) | -8%
COc1ccc(-c2noc(-c3ccc(NC(C)c4ccccc4)c([N+](=O)[O-])c3)n2)cc1OC (stereo unspecified) | -9%
CCc1nn(CC(=O)NCCN(CC(C)C)CC(C)C)c(=O)c2cc3sc(C)cc3n12 | 4%
Cc1ccc(CNC(=O)C2CCN(C(=O)c3ccc(-n4ccc5ccccc54)s3)CC2)cc1 | 3%
Cc1cc(NC(=O)CN2C(=O)CSc3ccc(S(=O)(=O)N(C)C)cc32)ccc1Br | 3%
CCOC(=O)c1ccc(N2C(=O)c3n[nH]c(C)c3C2c2ccc(CC)cc2)cc1 (stereo unspecified) | 0%
COc1cc(NC(=O)c2oc3c(c2C)-c2nn(Cc4cccc(Cl)c4)cc2CC3)cc(OC)c1 | -3%
COc1ccc(NC(=O)c2cnc(Nc3ccc(C)c(Cl)c3)c3ccccc23)cc1OC | 11%
N#Cc1ccccc1Cn1c(=O)n(-c2ccc(F)c(Cl)c2)c(=O)c2sccc21 | 0%
CCNC(=O)c1cnc2sc(N3CCC(C)CC3)nn2c1=O | -1%
CC(=O)Nc1cccc(NC(=O)Cn2cnc3c2c(=O)n(C)c(=O)n3C)c1 | 3%
COC(=O)c1sc2cccc(F)c2c1S(=O)(=O)N1CCN(c2cccc(OC)c2)CC1 | 5%
COc1ccccc1N1CCN(S(=O)(=O)c2c(C)sc3ncn(CC(=O)Nc4ccc(C(C)C)cc4)c(=O)c23)CC1 | -3%
COc1cccc(Cn2c(=O)n(CC3CCC(C(=O)NC(C)C)CC3)c(=O)c3sccc32)c1 (stereo unspecified) | -1%
CCc1ccc(-n2nc(C)c3c(C)cc(=O)n(CC(=O)N4CCCc5ccccc54)c32)cc1 | -7%
CCOC(=O)c1c(NC(=O)Cc2coc3cc(C)cc(C)c23)sc2c1CCC2 | 4%
Cc1ccc(S(=O)(=O)N2CCc3cc(C(=O)N(C)Cc4ccccc4)ccc32)cc1 | 0%
COc1cc(OC)c(NC(=O)N2CCSc3ccccc32)cc1Cl | -5%
COc1ccc(C(=O)NCC(c2ccc3c(c2)OCO3)N2CCOCC2)cc1OC (stereo unspecified) | ?
CCc1ccc(NC(=O)C(=O)NCC(c2cccnc2)N2CCN(C)CC2)cc1 (stereo unspecified) | ?
COC(=O)c1ccc(C(=O)OC)c(NC(=O)N2CC3CCCN3c3ccccc32)c1 (stereo unspecified) | -7%
Cc1csc2nc(CCNS(=O)(=O)c3ccc(F)cc3)cn12 | -3%
CCOc1ccc(CCNC(=O)CN(c2ccc(C)cc2)S(=O)(=O)N(C)C)cc1OCC | 5%
CC(C)Cn1c(=O)c2sccc2n2c(CCCC(=O)N3CCN(c4ccc(F)cc4)CC3)nnc12 | 5%
COc1ccccc1NC(=O)C(=O)c1cc(C)n(-c2ccccc2F)c1C | 3%
COc1ccc(C(=O)Nc2nc3n(n2)C(c2ccccc2)C=C(c2ccccc2)N3)cc1 (stereo unspecified) | 3.2µM*
CC(=O)c1ccc(N2CCN(S(=O)(=O)c3ccc4c(c3)CC(C)N4C(=O)C3CCC3)CC2)cc1 (stereo unspecified) | 1%
COc1ccc(-c2nc3cc(NC(=O)c4ccc(C)cc4)ccc3o2)cc1Cl | -20%
O=C(CSc1nc2ccccc2c2nc(-c3ccccc3)nn12)Nc1ccc(Br)cc1 | 8%
COc1cccc(CNC(=O)Cn2nc(C)c3sc4ccccc4c3c2=O)c1OC | -2%
CCOC(=O)c1cccc(NC(=O)c2cc3ccccn3n2)c1 | 14%
CCc1nn2c(=O)cc(COC(=O)c3ccccc3)nc2s1 | 2%
COc1ccc(CNC(=O)C(CC(C)C)NS(=O)(=O)c2ccc3c(c2)CCN3C(C)=O)cc1 (stereo unspecified) | -1%

Molecules above with bromine (4):
SMILES | Sm TGR inh
CCCCn1cc2c(c1-c1ccc(Br)cc1)c(=O)n(C)c(=O)n2C | 13%
Cc1c(-c2nc(-c3ccc4c(c3)OCO4)no2)nnn1-c1ccc(Br)cc1F | 6%
Cc1cc(NC(=O)CN2C(=O)CSc3ccc(S(=O)(=O)N(C)C)cc32)ccc1Br | 3%
O=C(CSc1nc2ccccc2c2nc(-c3ccccc3)nn12)Nc1ccc(Br)cc1 | 8%

Next part
SMILES | Sm TGR inh
COc1cc(OC)c(NS(=O)(=O)c2ccc3oc(=O)c4ncn(C)c4c3c2)cc1Cl | -13%
Cc1ccc(CN2C(=O)CC(c3ccc(Cl)cc3)c3c(C)nn(-c4nc(C)cc(C)n4)c32)cc1 (stereo unspecified) | 2%
Cc1ccc(-c2nc(C(=O)N3CCN(c4ccccc4)CC3)c3n2CCCCC3)cc1 | -9%
COc1ccc(C(=O)Nc2cccc(-c3nc4cccnc4s3)c2C)c(OC)c1 | -10%
Cn1c(=O)c2c(-c3ccc(Cl)cc3)n(Cc3ccc(Cl)cc3)cc2n(C)c1=O | -2%
Cc1ccc(CN2C(=O)C(=O)c3cc(Br)cc(C)c32)cc1 | -20%
COC(=O)CN1C(=O)CSc2ccc(S(=O)(=O)Nc3c(C)cc(C)cc3C)cc21 | 2%

Given with tabs: entries from further up.
mol	Sm TGR inh
COc1cc(OC)c(NS(=O)(=O)c2ccc3oc(=O)c4ncn(C)c4c3c2)cc1Cl	-13%
Cc1ccc(-c2nc(C(=O)N3CCN(c4ccccc4)CC3)c3n2CCCCC3)cc1	-9%

A second format for some results above:
> CCCCN(CCCNC(=O)c1ccc(Sc2ccc(Cl)cc2)c(NC(C)=O)c1)c1ccccc1
- Sm TGR inh: 2%

> CCCCc1ccc(NS(=O)(=O)c2ccc(N3CCCCS3(=O)=O)cc2)cc1
- Sm TGR inh: 2%

> CCc1cccc(NC(=O)Cn2nc(-c3ccc(OC)cc3)ccc2=O)c1
- Sm TGR inh: 0%

> Cc1ccc(NC(=O)CCC(=O)N2Cc3ccccc3Oc3ncccc32)cc1
- Sm TGR inh: 1%

Bioassay records (PubChem BioAssay)

This is a subset. The share of hits here may be higher or lower than overall.
